Bioassay records from PubChem BioAssay.
TcdB GH inh – TcdB glycohydrolase inhibitors, primary screen, biochemical, single point, plate reader | TcdB glycohydrolase enzymatic assay | inhibition, % at 9.99 µM | hit rate 0.24% among 350,000 | Toxin B (Clostridioides difficile), P18177; in the data active means inhibition above about 10%
PfHsp40 rescue – rescue of yeast from PfHsp40 toxicity, primary screen, S. cerevisiae, ATP luminescence | growth rescue, % at 12.5 µM | AID 504582, 2011 | hit rate 0.68% among 340,000 | S. cerevisiae expressing PfHsp40, growth rescue; in the data active means growth rescue above about 28%, passing the limit was not always enough;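 further: yeast W303a lacking pdr1 and pdr3 grown in galactose medium; growth measured after three days at 30 °C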
SARS 3CLpro inh – SARS-CoV 3CLpro protease inhibitors, primary screen, biochemical, quenched FRET. recombinant SARS-CoV 3CLpro, quenched FRET peptide cleavage. inhibition, % at 6 µM. hit rate 0.14% among 290,000; in the data active means inhibition above about 12%
BoNT A protease – BoNT/A light chain protease inhibitors, primary screen, biochemical, flow cytometry, MLPCN library; hit rate 0.17% among 360,000; inhibition, % at 10 µM; multiplex microsphere protease substrate cleavage; further: plate controls were buffer without enzyme for full effect and enzyme alone for no effect
Y pestis TopoI – Yersinia pestis topoisomerase I inhibitors, primary screen, biochemical, cleavage product accumulation, plate reader, single point; DNA topoisomerase I (Yersinia pestis CO92); Y. pestis Topo-I cleavage product accumulation; activity, % at 10 µM; hit rate 0.064% among 360,000; AID 504884, 2011; in the data active means activity above about 50%, passing the limit was not always enough; further: inactives centre near 2
PrPC surface inh – inhibitors of human cell surface prion protein PrPC, primary screen, cell-based, TR-FRET; Major prion protein (Homo sapiens), P04156; AID 720596, 2013; inhibition, % at 13.8 µM; TR-FRET read-out; hit rate 0.43% among 370,000; in the data active means inhibition above about 24%; further: 0% = median of the test wells and 100% = reference compound wells
Vc quorum ag – inducers of Vibrio cholerae quorum light production without autoinducers, primary screen, BH1578 luxS cqsA deficient, single point; activation, % at 18.7 µM; AID 588436, 2011; V. cholerae BH1578 lux reporter, luminescence, 6 h; hit rate 0.16% among 350,000; in the data active means activation mostly above about 9.7%, no sharp cut-off; further: not every result past the cut was called active; inactives centre near 0; reference of the scale not given here
SSB-PriA inh – inhibitors of Klebsiella pneumoniae PriA binding to SSB C-terminal tail, primary screen, biochemical, AlphaScreen; inhibition, % at 33 µM; PriA–SSB C-terminal tail interaction (Klebsiella pneumoniae); hit rate 0.6% among 430,000; AID 1272365, 2023; AlphaScreen SSBct-PriA binding, biotinylated peptide; in the data active means inhibition mostly above about 37%, no sharp cut-off; inactive means mostly below about 20%;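 further: plate controls were negative control peptide for no effect and reference peptide for full effect; strong numbers were not always called active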
Anthrax LF inh2 – Bacillus anthracis LF protease inhibitors, primary screen, biochemical, multiplex microsphere, MLPCN library; inhibition, % at 10 µM; Lethal factor (Bacillus anthracis), P15917; multiplex microsphere protease cleavage assay; hit rate 0.12% among 360,000; AID 588501, 2011; further: plate controls were buffer without enzyme for full effect and enzyme alone for no effect
Target sequence (P15917 whole entry, looked up): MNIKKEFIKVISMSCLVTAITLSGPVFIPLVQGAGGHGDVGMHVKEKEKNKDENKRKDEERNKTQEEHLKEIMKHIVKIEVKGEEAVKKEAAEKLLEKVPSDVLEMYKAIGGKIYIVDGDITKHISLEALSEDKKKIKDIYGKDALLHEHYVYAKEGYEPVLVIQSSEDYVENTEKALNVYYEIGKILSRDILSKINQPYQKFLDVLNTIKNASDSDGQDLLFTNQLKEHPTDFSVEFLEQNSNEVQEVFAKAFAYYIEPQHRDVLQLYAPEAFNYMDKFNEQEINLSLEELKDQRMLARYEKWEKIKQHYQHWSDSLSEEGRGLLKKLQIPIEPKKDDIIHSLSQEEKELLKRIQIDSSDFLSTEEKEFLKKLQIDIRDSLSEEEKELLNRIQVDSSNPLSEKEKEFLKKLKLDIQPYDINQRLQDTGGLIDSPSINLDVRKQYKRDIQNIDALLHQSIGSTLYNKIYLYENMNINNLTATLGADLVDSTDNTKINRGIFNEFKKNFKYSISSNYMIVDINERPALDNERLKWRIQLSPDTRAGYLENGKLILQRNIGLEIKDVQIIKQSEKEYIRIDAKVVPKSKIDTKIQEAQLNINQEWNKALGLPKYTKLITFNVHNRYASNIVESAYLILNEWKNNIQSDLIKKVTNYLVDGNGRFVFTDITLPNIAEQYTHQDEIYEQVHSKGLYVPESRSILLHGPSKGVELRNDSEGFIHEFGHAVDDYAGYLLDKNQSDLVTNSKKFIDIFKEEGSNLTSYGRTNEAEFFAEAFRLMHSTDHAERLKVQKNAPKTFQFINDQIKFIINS
Numbers without * were called inactive; i = inactive; x = no result given. Unless noted, no stated cut-off is given here; in the data, active means inhibition above about 30%; inconclusive means no clear call, values can overlap the other calls; inactive means below that.

compound,SARS 3CLpro inh,BoNT A protease,PrPC surface inh,Vc quorum ag,Anthrax LF inh2,TcdB GH inh,SSB-PriA inh,PfHsp40 rescue,Y pestis TopoI
COCC(C)NCc1cccc2ccccc12 (stereo not given),2,-0.6,-14,i,0,1.0,-1,0.0,2
O=c1[nH]cnc2ccsc12,-4,-1.7,-2,-0.5,-6,0.5,-16,1.5,2
Cc1ccc2nc(/C(C#N)=C/c3ccccc3C(=O)O)[nH]c2c1,-4,-1.5,3,-0.2,13,-0.4,0,-0.2,3
COc1ccc(C(=O)Nc2nc3ccccc3[nH]2)cc1,7,-1.0,6,-0.5,-4,-13,-1,-1.3,-2
Cc1ccc(C)c(S(=O)(=O)Nc2cc3c4c(c2)CC(=O)N4CCC3)c1,x,-0.3,-4,3.7,-11,2.3,-14,0.3,8
Cc1cccc(NC(=O)NNC(=O)c2ccccn2)c1,x,-1.1,-5,-1.0,-2,-1.0,0,0.6,1
O=C(Nc1nc(-c2ccccc2)cs1)C1CCCCN1S(=O)(=O)c1ccc(Cl)cc1 (stereo not given),8,1.0,x,0.9,-5,1.5,1,-0.1,2
CCN(c1ccccc1)S(=O)(=O)c1cccc(C(=O)OCC(=O)c2c(N)n(C)c(=O)n(C)c2=O)c1,x,-0.1,10,-2.7,5,1.5,3,0.3,18
O=C(NNC(=S)NC(=O)c1cccs1)c1cccnc1,1,0.7,1,-0.4,4,-0.4,-1,-0.3,-3
CC(=NC(C)C)C1=C(O)C(C)OC1=O (stereo not given),-4,0.0,9,i,-1,x,-11,-1.1,-3
O=S(=O)(c1ccccc1)c1nc(-c2ccccc2Cl)oc1NCCCN1CCOCC1,x,-0.2,2,i,-8,-7.4,5,-0.4,8
Cc1c(C#N)c2ncn(Cc3ccccc3)c(=O)c2n1-c1ccccc1,1,-0.8,1,i,2,x,-1,-0.5,9
Cc1oc(-c2ccc(Cl)cc2)nc1CN1CCCC(C(=O)NCCCN2CCCC2=O)C1 (stereo not given),4,0.2,-2,-0.1,2,-0.1,4,0.2,5
COc1cccc(NC(=O)N2CCCC2C(=O)NC2CCCCC2)c1 (stereo not given),-2,-1.7,-1,-0.4,-2,1.1,-11,-1.4,0
COc1ccc(CN2CCC(n3nccc3NC(=O)CCCc3ccccc3)CC2)cc1C,-2,-2.0,-9,-0.4,1,-1.2,12,-1.4,18
C/C(CC(=O)Nc1ccc2ccccc2c1)=N\NC(=O)c1cnccn1,7,-1.2,-1,-0.3,2,x,x,-0.2,8
CCSc1nnc(COc2ccccc2)n1CC,1,-0.4,2,-0.4,-4,-0.7,0,-0.2,2
Cc1cccc(NC(=O)CN2C(=O)N/C(=C/c3ccc(C)s3)C2=O)c1,-2,10,-2,i,3,x,7,-0.7,17
CCOCCN1CCN(C(=O)CN2CCCC2=O)CC1,3,0.3,0,-0.3,0,x,-1,-1.6,-3
CCc1nc2ccc(C(=O)NCCCn3ccnc3)cn2c1N(CC)Cc1cccc(Br)c1,x,-0.1,-8,-9.1,-9,3.4,x,x,13
Cc1cc(C)c(S(=O)(=O)N2CCN(c3ccccn3)CC2)c(C)c1,x,-1.8,7,i,1,0.1,-13,53*,21
Cc1cc(C)c(OCCN(C)Cc2ccccc2)c(Br)c1,-2,-1.9,5,-1.6,-4,-1.1,-12,-0.6,24
O=C(O)Cc1sc(-c2cccnc2)nc1-c1ccc(Br)cc1,2,0.8,-2,-0.3,2,-0.6,-10,-0.3,-6
[O-]/C(=C(\C(=S)Nc1ccc(Cl)cc1)[n+]1ccccc1)c1ccc(OC(F)F)cc1,5,3.2,-7,0.6,-5,1.5,x,-0.7,3
Cn1nc(SCc2ccccc2)c(=O)n(C(c2ccccc2)c2ccccc2)c1=O,x,-0.6,4,1.2,-8,1.1,-2,-0.7,21
CN(Cc1ccccc1)C(=O)c1cc2ccccc2o1,-5,1.0,-4,1.1,2,0.4,-20,0.3,12
Cc1ccc(-c2nc3ccccc3nc2-c2ccccc2)cc1,3,-3.7,-9,-0.7,-9,0.5,-46,0.8,31
COCCn1nnnc1C(c1cccc(OC)c1OC)N1CCN(C2CCCCC2)CC1 (stereo not given),-1,0.2,-7,i,0,x,-8,1.7,8
Cc1cccc(C)c1NC(=S)N(CCN1CCCCCC1)Cc1ccco1,6,-0.3,-7,i,3,0.9,8,0.3,15
CCOc1ccc(-c2nnc(Nc3ccc(OC)c(C(=O)N4CCCCC4)c3)c3ccccc23)cc1,-7,1.6,-1,2.3,0,0.2,-5,-1.1,5
C#Cc1ccc([C@H]2C=C(C(=O)NCc3ccccc3)O[C@@H](OCc3ccc(CO)cc3)C2)cc1,x,-0.2,-1,i,-7,x,-5,1.4,6
O=C1CC(N2CCN(Cc3ccc4c(c3)OCO4)CC2)C(=O)N1c1cccc(Cl)c1 (stereo not given),-7,-1.0,-3,i,0,x,-7,-0.4,-2
CCN(CC)C(=O)Cn1cnc2sc(C)c(S(=O)(=O)N3CCC(C)CC3)c2c1=O,0,1.2,-1,i,3,1.7,-8,0.2,2
O=C(N=NC(=O)c1ccco1)c1ccc2c(O)n(N3C(=O)c4ccccc4C3=O)c(O)c2c1,4,0.6,-2,i,2,x,0,-0.4,-1
COc1ccc(NC(=S)N/N=C2\CC(C)(C)Oc3ccc(O)cc32)cc1,5,0.7,7,-0.2,-2,1.0,x,39*,-9
COc1cccc(NC(=O)CN(C)C(=O)CC2Sc3ccccc3NC2=O)c1 (stereo not given),x,-0.4,-1,-4.5,2,0.1,-24,-0.1,9
Cc1ccc(NC2=C(Cl)C(=O)OC2OC(=O)c2ccco2)cc1C (stereo not given),6,0.3,9,-0.1,1,-1.8,-4,-1.0,-7
O=C(COC(=O)/C=C/c1ccccc1[N+](=O)[O-])Nc1ccc(OC(F)F)cc1,-1,-0.4,4,-1.4,-2,x,0,1.2,2
O=C(CSc1nccn1Cc1ccc(F)cc1)NC1CCCC1,2,0.1,0,i,3,0.4,-12,-0.9,7
CCn1c(C(O)c2cc(OC)ccc2OC)nc2ccccc21 (stereo not given),-7,0.3,4,0.3,-6,0.4,-7,0.3,-14
COc1ccc(OC)c(/C=N/NC(=O)c2cccc3ccccc23)c1,x,-0.4,6,-0.1,8,-0.4,x,0.1,3
CCCCCCC#Cc1cncc(C(=O)NNC(=O)Nc2cc(Cl)cc(Cl)c2)c1,-3,x,-2,-0.6,x,0.9,-4,x,1
NC(=O)COC(=O)c1cccc2c1-c1ccccc1C2=O,-1,-0.2,6,-0.1,0,1.4,-11,0.0,1
O=C(c1ccc(-n2cnnn2)cc1)N1CCN(C(c2ccccc2)c2ccccc2)CC1,-2,0.5,0,x,-4,x,6,3.5,30
Cc1ccc(C)c(C(=O)COC(=O)c2n[nH]c3ccccc23)c1,x,-0.3,3,x,-11,2.0,-1,1.6,17

Full records from above. Screens in order: SARS 3CLpro inh, BoNT A protease, PrPC surface inh, Vc quorum ag, Anthrax LF inh2, TcdB GH inh, SSB-PriA inh, PfHsp40 rescue, Y pestis TopoI
C#Cc1ccc([C@H]2C=C(C(=O)NCc3ccccc3)O[C@@H](OCc3ccc(CO)cc3)C2)cc1 as listed: x, -0.2, -1, i, -7, x, -5, 1.4, 6
CCCCCCC#Cc1cncc(C(=O)NNC(=O)Nc2cc(Cl)cc(Cl)c2)c1 as listed: -3, x, -2, -0.6, x, 0.9, -4, x, 1
Cc1ccc(NC2=C(Cl)C(=O)OC2OC(=O)c2ccco2)cc1C (stereo not given) as listed: 6, 0.3, 9, -0.1, 1, -1.8, -4, -1.0, -7

Carrying on.
compound,SARS 3CLpro inh,BoNT A protease,PrPC surface inh,Vc quorum ag,Anthrax LF inh2,TcdB GH inh,SSB-PriA inh,PfHsp40 rescue,Y pestis TopoI
COc1cc2c3c(c1)c(N=NC(N)=S)c(O)n3C(C)(C)C=C2C,6,-0.1,-9,i,-4,0.5,9,-2.2,-1
CCCC(=O)Nc1ccc2nc(C)n(Cc3ccccc3Cl)c(=O)c2c1,0,-7.5,4,i,13,1.1,-12,1.5,-5
O=C1COc2ccc(S(=O)(=O)NCc3ccc(Cl)cc3)cc2N1,3,0.9,-5,-0.8,2,0.6,-5,-1.6,4
CN(CC(=O)NC(=O)Nc1ccccc1F)Cc1ccccc1F,x,-0.2,6,i,2,-5.4,-7,-0.2,-2
Cc1cccc(NC(=O)CN2CCN(C(=O)CNC(=O)c3ccc(-c4ccccc4)cc3)CC2)c1C,x,0.2,20,-5.6,1,-10,x,x,21
O=C(COC(=O)C1CC2C=CC1C2)Nc1ccc2c(c1)OC(F)(F)O2 (stereo not given),-1,0.2,4,-5.3,-1,x,-17,0.1,9
O=C(CCCc1c[nH]c2ccccc12)Nc1ncccc1O,2,0.2,4,-0.1,0,-0.2,-23,-1.2,2
CN(C(=O)C=Cc1ccco1)c1ccccc1,x,-0.5,-4,i,0,0.6,-15,-0.7,1
COCCCn1c(SCc2cccc(OC)c2)nc2cc(OC)c(OC)cc2c1=N,6,0.8,4,-6.2,0,x,-7,0.1,4
O=S(=O)(Nc1nnc(C2CCCCC2)s1)c1ccc(F)cc1,-1,-1.7,7,-0.3,-12,0.3,3,-0.5,-2
Cc1ccc(C2=NNC3(CCOC(C)(C)C3)S2)cc1 (stereo not given),1,-0.8,8,0.3,-1,1.3,-20,-0.2,-1
Cc1ccc(-c2nc3ncccc3o2)cc1NC(=O)Cc1ccc(Cl)cc1,-5,1.1,11,-1.6,0,x,-11,-0.6,1
O=C(COc1ccc(F)cc1Cl)N(Cc1nnc(-c2ccccc2Cl)o1)C1CC1,8,-1.7,-6,i,0,-0.5,20,0.0,1
COc1ccc(-c2nnc(NC(=O)C(C)C)o2)cc1,-4,0.0,1,-0.2,-3,0.1,-12,-1.6,-5
CSc1ccccc1NC(=O)CN(C)C(=O)c1c(C)nn(Cc2ccccc2)c1C,x,x,0,i,x,-0.3,-14,0.7,2
CC(=O)Nc1ccc(OCc2cnc(Cl)s2)cc1,1,-0.4,-2,-0.3,-6,-1.8,-17,-0.7,9
CCOc1ccccc1N(CC(=O)OC)S(C)(=O)=O,-2,-0.6,-1,-0.5,-2,1.7,-6,0.7,0
NN/C(=C\[N+](=O)[O-])Nc1ccc(Cl)cc1,1,0.1,2,-6.7,2,1.5,12,0.5,-8
CCn1cc(CNC(=O)c2ccc3nc(Cc4ccc(OC)cc4)oc3c2)cn1,5,0.4,7,-0.3,-1,-6.0,-22,5.1,12
O=C(OCc1ccc(COC(=O)c2cccnc2Cl)cc1)c1cccnc1Cl,3,-0.4,3,i,-7,-1.0,-23,-0.9,-11
O=C1NC(c2ccccc2)CCC1(Cl)Cl (stereo not given),1,0.9,7,-1.4,-1,x,7,-0.5,-9
CCOC(=O)Cc1ccc(NC(=O)c2cccc([N+](=O)[O-])c2)cc1,2,-1.4,-19,-0.6,-6,0.6,0,0.3,1
O=C(OCC(=O)N1CCCC1)c1cnc(Cl)c(Cl)c1,x,-0.1,-2,i,0,0.8,-10,0.5,-1
COc1ccc(N2CCN(C(=O)Cn3c(=O)c4cccn4c4cccnc43)CC2)cc1,3,1.8,6,-0.3,0,-0.2,6,0.3,13
COc1ccc(S(=O)(=O)NCCC(C)C)cc1C,4,0.8,-1,-0.2,-1,x,-30,-0.4,-6
Cn1ccnc1SCC(=O)Nc1cc(S(=O)(=O)N2CCOCC2)ccc1Cl,-2,-0.8,-1,-0.2,-3,x,-9,-0.7,3
CN1CCCC(OC(=O)c2ccc3c(c2)OCCO3)C1 (stereo not given),-4,-0.1,0,i,2,x,-9,-0.3,0

Some of the compounds tested. The share of hits here may be higher or lower than overall.
